DENV2 CPE: DENV2-induced cell death inhibition; DENV2-infected cells, cytopathic effect rescue, plate reader; 1.7% of 350,000 active; CPE inhibition, % at 9.99 µM; in the data active = CPE inhibition above about 20%, passing the limit was not always enough; inconclusive = no clear call, values can overlap the other calls; tested in BHK-21 cells;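 note: 0% = median of neutral control wells and 100% = median of positive control wells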
F508del corr: correctors of CFTR F508del function in bronchial epithelial cells | CFBE cells, YFP halide quenching; stimulated with forskolin plus potentiator P3; % fluorescence drop versus neutral controls | activity (quench increase), % at 7.58 µM | 0.36% of 350,000 active;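 active = mean added fluorescence quench of at least 8% versus neutral control, with both replicates also reaching 8%; inconclusive = only one of the mean or replicate conditions met; inactive = mean below 8% and not both replicates reaching 8%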;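 note: cells transiently co-express mutant CFTR-F508del with the halide-sensitive YFP; corrector assay measuring rescue of mutant channel to the surface after 24 h compound exposure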
INS-1E GSIS act: GLuc luminescence reporter in INS-1E cells, primary screen for activators of glucose-dependent secretion of insulin; 0.61% of 370,000 active; INS-1E GLuc reporter insulin secretion, 2-3 h; activation, % at 16.6 µM; AID 743287;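 active = lowest replicate activation of at least 40%, so every replicate reaches that level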;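 note: 0% = median of neutral control wells and 100% = median of IBMX positive control wells; some compounds called inactive have numbers as strong as hits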
miR122 inh: blocks miR-122 activity in Huh7 sensor cells. Huh7 miR-122 Renilla luciferase sensor, 48 h; neutral wells = 0, positive control = 100. activation (reporter increase), % at 12.5 µM. 0.3% of 340,000 active. AID 602342;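 active = mean replicate activation score at least 90 and every replicate individually at or above 90; inconclusive = only one of the two criteria met; inactive = neither criterion met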;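 note: higher luciferase means less miR-122 activity so hits act as miR-122 inhibitors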
EWS-Fli block: EWS/Fli transcriptional activity inhibition | A673 NR0B1-luciferase reporter, viability-normalised | 0.67% of 350,000 active | inhibition, % at 12.6 µM;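 active = mean inhibition of at least 50% after viability correction, with every replicate also passing that limit; inconclusive = mean reaches 50% but only one of two replicates passes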;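 note: firefly luciferase signal divided by Alamar Blue viability fluorescence both relative to DMSO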
PAX8 reporter: lowers PAX8-driven luciferase in RMG-I cells | RMG-I TPO-luciferase reporter, SteadyGlo, 24 h | inhibition, % at 12.6 µM | 1.2% of 360,000 active | AID 652154;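 active = mean replicate inhibition at least 60% with every replicate also reaching 60%; inconclusive = only one of the two criteria is met; inactive = mean below 60% and not all replicates reaching 60%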;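 note: luciferase light reporting Pax8 driven TPO promoter activity; plate controls were median of neutral control wells for no effect and mitoxantrone controls for full effect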
FN deposit inh: fibronectin deposition inhibition. 0.086% of 350,000 active. inhibition, % at 12.6 µM. AH1F fibroblasts, Alexa488-fibronectin deposition fluorescence, overnight. AID 743247;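 active = mean inhibition across replicates of 30% or more, regardless of how many single replicates reach that level; inconclusive = mean under 30% yet at least half of replicates reach 30%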;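 note: positive control wells lacked labelled fibronectin entirely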
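Assay system: AH1F fibroblasts assembling fluorescent fibronectin matrix; Amount: 10000 AH1F cells per well; Buffer or medium: DMEM, 2% serum; Probe or stimulus: Alexa488-fibronectin, 24 nM final in well; Doses: single compound dose, delivered by pin transfer; Incubation: 1 h adhesion, overnight exposure; Measured by: fluorescence 485/525 nm; Read-out: fibronectin deposition inhibition.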
* = called active by the depositor; ? = inconclusive; . = not tested or not shown; & = joins results of further samples; [ ] = another dose, or the depositor's remark. This is a subset; count on the stated rates, not on these rows.

SMILES	DENV2 CPE	F508del corr	INS-1E GSIS act	miR122 inh	EWS-Fli block	PAX8 reporter	FN deposit inh
CN1CCN(c2ccc([N+](=O)[O-])c(N3CCCCC3)c2)CC1	-4	2.7	5	24	2	15	5
ClC1C(Cl)C(Cl)C(Cl)C(Cl)C1Cl (stereo unspecified)	2&1	1.0&-5.2	2&22	-5&-4	6&11	-2&-1	-4&7
COc1cc(C)c(CNCCc2c[nH]c3ccccc23)cc1C	?	3.8	-37	-18	15	-2	-10
O=c1[nH]cc(COCC(F)(F)C(F)(F)C(F)(F)F)c(=O)[nH]1	.	.	-2	2	.	-5	-5
O=C(Cc1ccccc1)N1CCN(Cc2ccccc2Cl)CC1	?	-2.4	-8	-1	11	-11	0
CCOC(=O)c1ccc(N=C(CC)c2c(O)n(C)c(=O)n(C)c2=O)cc1	0	0.3	-6	.	0	-20	9
Cc1ccc(CC2C(=O)N(C)C(=O)N(C)C2=O)s1	.	.	.	1	.	-16	-2
CCOC(=O)[C@]12Cc3cc(C)ccc3[C@H]1N(C1CCCCC1)C(=O)c1ccccc12	?	-3.4	-15	.	43	86*	21
CSCCC(c1nnnn1C1CCCCC1)N1CCC2(CC1)C(=O)NCN2c1ccccc1 (stereo unspecified)	4	0.4	-18	-6	0	-5	5
O=c1[nH]c2ccccc2n1C1CCN(C(c2nnnn2Cc2ccccc2)C2CC2)CC1 (stereo unspecified)	18	1.2	-25	-3	5	86*	6
CCCCn1nnnc1C(CCc1ccccc1)N1CCC(n2c(=O)[nH]c3ccccc32)CC1 (stereo unspecified)	-3	2.4	.	-4	15	81*	-4
O=c1[nH]c(=O)n(C2CCCCC2)c(O)c1/C=C/C=Nc1ccccc1	-1	0.6	4	-2	12	1	-17
FC(F)(F)c1ccc2c(c1)NP(=S)(N1CCOCC1)c1nccn1-2 (stereo unspecified)	15	5.1	-3	3	4	.	.
CCCCC1C(=O)NC(=S)N(C)C1=O (stereo unspecified)	11	-3.3	-11	.	0	-1	.
C/C(O)=C(\C#N)C(=O)Nc1cc(Br)ccc1Br	-1	-3.1	.	5	3	-2	-7
Cc1cccc(S(=O)(=O)N2[C@@H]3c4ccc(-c5ccccc5)c(=O)n4C[C@H]2[C@H](CO)[C@H]3C(=O)O)c1	-2	-2.8	12	-4[16.7 µM]	1	-4	.
ClCCN1CCSCC1	-5	0.5	20	-3	-4	10	-2
CC(C)Oc1ccc(CC2(CCc3ccncc3)C(=O)NC(=O)NC2=O)cc1	8	-2.2	-8	.	-4	-17	6
O=c1[nH]c(=S)n(C2CCCCC2)c(O)c1/C=N/N1CCOCC1	-4	-0.9	.	.	-7	-4	15
COc1ccc2c(c1)c(C(=O)C(C)N1CCCCC1)c(C)n2C (stereo unspecified)	-1	-1.8	-6	-2	0	-3	-10
CCOC(=O)C(C)Oc1cc(C)cc2oc(=O)c3c(c12)CCCC3 (stereo unspecified)	.	.	-2	-1	.	.	9
CC(C)(C)c1ccccc1O	-6	-2.5	1	-6	0	.	.
C[C@H]1CC[C@H]2NCCN[C@H]2C1	2	0.2	-8	.	13	-4	6
COC(=O)CC1(CC(=O)OC)C(=O)N(c2ccccc2)C(=O)N(c2ccccc2)C1=O	-3	-0.2	22	7	-4	-8	1
CCc1ccccc1N1C(=O)CC(=O)NC1=O	7	-1.2	7	-3	-2	-6	.
CCOC(=O)C1=C(N)OC2=C(C(=O)CCC2)C12C(=O)N1c3c(ccc(C)c32)C(C)=CC1(C)C (stereo unspecified)	.	.	.	6	.	7	8
Cc1c(C(=O)N2CCC3(CC2)OCCO3)sc2ncnc(N3CCc4ccccc4C3)c12	2	2.1	15	-1	13	-1	-1
Cc1c(C(=O)N2CCC3(CC2)OCCO3)oc2ccc(S(=O)(=O)N3CCOCC3)cc12	.	.	.	-4	.	-1	-2
COc1cccc(CN2CC3(C2)[C@H](c2ccccc2)[C@H](CO)N3C(=O)Cc2ccccc2)c1	4	1.9	-9	.	0	9	5
COC(=O)C(O)(c1ccc(NC(=S)NC(=O)c2ccc(Cl)cc2Cl)c(C)c1)C(F)(F)F (stereo unspecified)	-22	-0.6	-8	19	6	17	-5
CN1CCN(c2ncnc3nc[nH]c23)CC1	7	0.5	4	.	0	0	4
CN1CCN(c2ccc(S(=O)(=O)C(F)(F)F)cc2[N+](=O)[O-])CC1	-11	-3.3	-6	3	-7	-15	-4
Cc1cccc(C)c1OP(N)(=O)Oc1c(C)cccc1C	-1	-0.6	3	.	4	1	5
O=[N+]([O-])c1cccc2c([As](=O)(O)O)cccc12	-2	0.1	-14	.	3	10	7
COC(=O)C1=C(c2ccc(Cl)c(C(F)(F)F)c2)C[C@@H]2CC[C@H]1N2C(=O)NC1CC1	-7	3.6	-26	-1	9	-6	6
Nc1ccc(N=Nc2ccccc2)cc1	-4	-1.4	-5	.	-42	-188	.
CCOC(=O)CNC(=O)CSP(=S)(OCC)OCC	.	.	.	0	.	-7	6
CCN(CC)CCC(=O)O[C@H]1CC[C@]2(C)C3CC[C@@]4(C)C(CC[C@]4(C)O)C3CC[C@H]2C1 (stereo partly specified)	?	-1.5	.	.	1	11	-6
Cc1ccc(OC(=O)N(C)C[C@H]2OCc3ccccc3-c3c(n(C)c4ccccc34)C(=O)N([C@H](C)CO)C[C@H]2C)cc1	11	0.2	-13	.	.	52	-5
CC(C)(C)n1nnnc1C(c1ccccc1)N1CCC2(CC1)C(=O)NCN2c1ccccc1 (stereo unspecified)	-3	-1.1	-18	1	9	5	-9
Cn1c(CN2CCN(C(=O)COc3ccccc3)CC2)nc2cc([N+](=O)[O-])ccc21	0	-0.5	-1	-20	9	10	-3
N/C(=N\[N+](=O)[O-])N1CCN(C(=O)OC2CCCC2)CC1	10	-1.1	14	-7	6	-7	-5
COC(=O)[C@H]1[C@H](CO)[C@H]2Cn3c(ccc(/C=C/c4ccccc4)c3=O)[C@@H]1N2Cc1ccccc1F	8	.	-11	.	-4	18	.
O=C(O)c1ccc(N=Cc2c(O)[nH]c(=O)[nH]c2=O)cc1	?	0.8	0	-11	8	-2	4
Cn1c(O)c(C=NCCN2CCOCC2)c(=O)[nH]c1=S	3	-0.5	9	.	2	-9	-1
CCN(C=C1CC2C3CC=C4CC(O)CCC4(C)C3CCC2(C)C1=O)CC (stereo unspecified)	-8	1.9	6	.	9	0	3
CN1CCC(=O)N(CCN=[N+]=[N-])CC1	-3	1.6	5	-3	1	-23	4
CSc1ccc(C(=O)C(C)(C)N2CCOCC2)cc1	.	.	-13	0	.	-25	-6
Cc1ccc(-n2c(C)nc3cc(Cl)ccc3c2=O)nc1	1	.	-6	-7	-63	-139	-2
Cc1ccc(-c2nn(CCC#N)cc2C(=O)O)cc1C	.	-2.7	20	.	6	-17	1
CCOC(=O)C1(c2ccccc2)CCN(CCC(C#N)(c2ccccc2)c2ccccc2)CC1	8	-3.1	-7	-5	-36	31	-4
CCCCn1c(O)c(C(C)=NCCCN(C)C)c(=O)[nH]c1=O	.	.	6	0	.	-26	.
COC(=O)C1=C(c2ccc(OCc3ccccc3)cc2)C[C@@H]2CC[C@H]1N2C(=O)NCc1ccc(OC)cc1	-5	-1.3	1	-4	17	54	-1
O=C(c1ccc(N2CCCCC2)c([N+](=O)[O-])c1)N1CCC2(CC1)OCCO2	-7	-1.0	-12	1	7	-12	-9
COC(=O)C1(F)C(=O)NC(=O)NC1O (stereo unspecified)	?	-3.6	36	.	-16	18	-8
COC(=O)C1=C(c2cc3ccccc3o2)C[C@@H]2CC[C@H]1N2C(=O)NC1CCCCC1	11	-0.6	8	8	4	1	4
c1ccc2c(CN3CCCCC3)c[nH]c2c1	1	-2.2	2	.	8	12	-5
CCc1cccc(C)c1NC(=S)N1CC2CC(C1)c1cccc(=O)n1C2 (stereo unspecified)	2	.	4	.	-9	-1	.
CCC1(NS(=O)(=O)c2ccc(N)cc2)C(=O)N(C)C(=O)N(C)C1=O	-1	3.1	10	.	2	5	7
O=C(COC(=O)Cc1ccccc1)Nc1ccc(F)cc1	-5	-1.5	-7	4	15	3	4

(listing goes on)
SMILES	DENV2 CPE	F508del corr	INS-1E GSIS act	miR122 inh	EWS-Fli block	PAX8 reporter	FN deposit inh
c1ccc2cc(C3N4CCCN34)ccc2c1 (stereo unspecified)	-2	-0.1	-7	.	-5	-12	14
O=C(c1cccc([N+](=O)[O-])c1)C12CN3CN(CN(C3)C1)C2	-4	0.3	7	1	0	-16	2
O=C(c1ccc(Br)cc1)C12CN3CN(CN(C3)C1)C2	-3	-0.9	0	.	8	3	-1
Oc1ccc2c3c1O[C@H]1c4oc5ccccc5c4C[C@@]4(O)[C@@H](C2)N(CC2CC2)CC[C@]314	-12	-2.0	.	-2	7	-1	1
CC(=O)c1ccc2c(c1)OCO2	4	-3.1	0	-7	4	.	.
CC(C)c1ccc(-n2c(O)c(/C=N/N3CCOCC3)c(=O)[nH]c2=S)cc1	-1	.	-3	.	-5	-13	-5
COc1ccc(/C=C/C(=O)NC(=S)N2C[C@H]3C[C@H](C2)c2cccc(=O)n2C3)cc1	-8	1.5	3	1	-10	.	.
C=CCN=C(SCC(=O)c1ccc(Cl)cc1)c1c(O)n(C)c(=O)n(C)c1=O	?	-3.1	-11	.	1	11	4
CN(C)P(=S)(Nc1ccccc1)C(Cl)(Cl)Cl (stereo unspecified)	0	-0.6	-19	-1	4	17	9
CCN1CCN(C(=O)Cc2ccc(C)cc2)CC1	9	1.2	-4	-5	-41	-35	-1
COC(=O)C1=C(c2ccc(-c3ccccc3)c(F)c2)C[C@@H]2CC[C@H]1N2C(=O)NCCc1ccccc1	30*	1.4	-12	-4	11	3	-1
CCC(c1nnnn1C1CCCCC1)N1CCC2(CC1)C(=O)NCN2c1ccccc1 (stereo unspecified)	0	0.6	16	-6	2	-77	-18

Record cards (already shown):
Entry for CC(C)c1ccc(-n2c(O)c(/C=N/N3CCOCC3)c(=O)[nH]c2=S)cc1 = DENV2 CPE: -1; F508del corr: .; INS-1E GSIS act: -3; miR122 inh: .; EWS-Fli block: -5; PAX8 reporter: -13; FN deposit inh: -5
Entry for Oc1ccc2c3c1O[C@H]1c4oc5ccccc5c4C[C@@]4(O)[C@@H](C2)N(CC2CC2)CC[C@]314 = DENV2 CPE: -12; F508del corr: -2.0; INS-1E GSIS act: .; miR122 inh: -2; EWS-Fli block: 7; PAX8 reporter: -1; FN deposit inh: 1

Additional results
SMILES	DENV2 CPE	F508del corr	INS-1E GSIS act	miR122 inh	EWS-Fli block	PAX8 reporter	FN deposit inh
CN1CCN(/N=C/c2c[nH]c3ccccc23)CC1	-4	3.0	-1	.	10	36	4
Cc1nn(-c2ccccc2)c(C)c1NC(=O)COC(=O)Cc1ccccc1	-5	-1.7	7	.	-7	-8	0
OC1(c2ccc(F)cc2)CC2CCC(C1)N2Cc1nnnn1C1CCCCC1 (stereo unspecified)	3	1.1	-12	-8	2	.	.
Cc1cc(Cl)ccc1C(=O)C1CCCN(C2CCSCC2)C1 (stereo unspecified)	-4	1.1	-2	5	-20	8	6
CCCCC(CC)CNCC(O)c1ccccc1 (stereo unspecified)	2	2.2	-7	-5	2	13	4
Cn1c(O)c(/C=N/N2CCOCC2)c(=O)n(-c2ccccc2)c1=S	15	2.8	.	-1	1	14	4
CCCCc1ccc2[nH]cc(CCN)c2c1	-2	-0.7	-6	-4	15	.	.
Nc1ccc2nonc2c1[N+](=O)[O-]	17	4.0	2	-14	12	4	1
CCCCn1c(C)c(C(=O)OCC)c2c(CN3CCOCC3)c(O)ccc21	2	4.0	12	3	7	.	.
